From PubChem
SSB-PriA inh: K. pneumoniae PriA-SSBct interaction inhibition; AlphaScreen SSBct-PriA binding, biotinylated peptide; inhibition, % at 33 µM; actives 0.6% (n = 430,000); in the data active = inhibition mostly above about 37%, no sharp cut-off; inactive = mostly below about 20%;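 also: plate controls were negative control peptide for no effect and reference peptide for full effect; strong numbers were not always called active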
Active calls of the source: *; & = joins results of further samples. Some of the compounds tested (hit frequency here may not be typical).

SMILES,SSB-PriA inh
Cn1cccc1C(CNC(=O)C(=O)Nc1ccc(F)c(F)c1)N1CCc2ccccc2C1 (configuration not stated),-8
Cc1noc(C2(NC(=O)NCCc3ccccc3)CCCCC2)n1,-4
Cc1ccc(C=NNc2nc3ccc(Cl)cc3[nH]2)o1,-18
NS(=O)(=O)c1ccc(NC(=O)CCCSc2ccc(NC(=O)C3CC3)nn2)cc1,-20
CCN(CC)CCN(C(=O)c1cccc(C)c1)c1nc2ccc(Cl)cc2s1,-7
CC1(C)CC(=O)c2sc(NC(=O)c3cc(Cl)cc(Cl)c3)nc2C1,-8
O=C(NCc1ccnc(-c2ccsc2)c1)C1CCCC1,-6
Cc1ccc2cccc(C(=O)N3CC(S(=O)(=O)Cc4ccco4)C3)c2n1,-1
c1ccc2c(c1)CCN(C1CNC1)C2,1
O=C1NCCOc2ccc(NS(=O)(=O)c3ccc(Br)cc3)cc21,-4
COc1ccc(C(=O)NC(=O)Nc2cccc(C)n2)cc1,-6
CC1(C)CC(=O)C2=C(C1)N=C1SCCC(=O)N1C2c1ccc(Cl)cc1 (configuration not stated),16
C=CCn1c(SCC(=O)NCc2ccco2)nc2scc(-c3ccco3)c2c1=O,-5
COc1ccc(S(=O)(=O)NCc2ccsc2)c(C)c1,4
COc1ccc(CNC(=O)NCCc2nc(-c3cccs3)cn2C)cc1,2
O=C(Nc1ccc(Cl)cc1)c1cccc(Oc2ccccc2)c1,-14
O=C(C[n+]1ccccc1)NN=Cc1ccccc1C(F)(F)F,-9
CC(=O)Nc1ccc(SCC(=O)Nc2nc3ccc(C)cc3s2)nn1,-14
O=C(CSc1ccc(F)cc1)Nc1nnc(-c2ccccc2Cl)o1,6
COc1cc(C=NNc2cccc(C)c2)cc(Br)c1O,11
O=C(Nc1ccc(Cl)c2ncsc12)c1ccc([N+](=O)[O-])s1,4
CCCC(=O)NC1CCS(=O)(=O)C1 (configuration not stated),-1
CCS(=O)(=O)c1nn2c(N)c(C=C3C=CC(=O)C(OC)=C3)c(=O)nc2s1,-5
CC(=NNC(=O)c1ccncc1)c1ccc(N(C)C)cc1,-17
COc1ccc(Cl)cc1S(=O)(=O)NCCCc1cnc2cc(C)nn2c1,0
CCCc1cc(=O)[nH]c(SCc2ccc(C(=O)OC)o2)n1,8
Cn1nc(C2CCN(C(=O)c3cccs3)CC2)n(C2CC2)c1=O,-10
O=C(CC1CSc2nccc(=O)n21)N1CCC(Cc2ccccc2)CC1 (configuration not stated),0
O=C(CCl)Oc1ccc2ccccc2c1Br,-20
COC(=O)CCc1c(C)nn(C)c1C,-4
C[C@]12CCC3C(CCC4=CC(=NOCC(=O)NC(CCC(N)=O)C(=O)O)CC[C@@]43C)C1CCC2O (some centres not stated),-2
Cc1cccc(S(=O)(=O)Nc2ccc3c(c2)C(=O)N(C)CCO3)c1,-11
O=C(NCc1ccc(F)cc1)C(=O)NC[C@@H](c1ccco1)N1CCc2ccccc2C1,-8
O=C(Cc1csc(NC(=O)NC2CCCC2)n1)Nc1nc2ccccc2s1,-2
COc1cc(Cn2nc(C(C)C)c3cnn(-c4ccccc4)c3c2=O)cc(OC)c1,-21
CC(=O)N1CN(CCN2CCOCC2)Cc2c1sc1c2CCCC1,-10
CCOC(=O)c1sc(NC(=O)/C=C/c2ccc(OC)cc2)c(C(=O)OCC)c1C,-6
CN1CCN(c2nc3ccc(OC(=O)c4cc5cc([N+](=O)[O-])ccc5s4)cc3s2)CC1,4
CCCOc1ccc(/C=C/C(=O)Nc2cc(C)ccc2OC)cc1OC,-4
Cc1ccc2nc(C3CN(Cc4c(F)cccc4Cl)C3)[nH]c2c1,2
CCN(CC)c1ccc(/C=C2\SC(=N)NC2=O)cc1,3
COc1cc(C=NNC(=O)c2cccc3ccccc23)cc(OC)c1OC,-2
Cc1cc2nc(NCCN3CCOCC3)sc2cc1C,-16
Cc1c(Cl)cccc1NC(=O)C(=O)NCC1CCN(C(=O)c2ccoc2)CC1,-8
CN1C(=O)c2cc(NC(=O)Cc3cccc4ccccc34)ccc2Oc2ccccc21,-9
COCCN(CCOC)S(=O)(=O)c1ccc(C(=O)Nc2nc3c(C)ccc(Cl)c3s2)cc1,-14
O=C(c1ccc(N2CCCC2)nn1)N1CCN(c2cc(-n3cncn3)ncn2)CC1,-2
O=C(Nc1cccc(Cl)c1)N1CCC[C@H](c2nnc(-c3ccsc3)o2)C1,-7
Cn1c(SC/C=C/c2ccccc2)nnc1-c1sc2ccccc2c1Cl,16
O=C(NCc1ccco1)c1c2c(nn1[C@H]1CCS(=O)(=O)C1)CCC2,-2
CC(C)(C)c1nc(CCN)no1,-3
OCC#CCSc1nc2ccccc2o1,-20
O=C(O)C[C@H]1C(=O)NCCN1Cc1ccc(Cl)c(F)c1,-8
CCOc1ccc(NC(=O)COc2coc(CN3CCN(c4ccc(F)cc4)CC3)cc2=O)cc1,-20
Cc1nc(-c2ccco2)sc1C(=O)Nc1ccccc1-c1ccc(=O)[nH]n1,-18
Cc1ccc2c(c1)CCCN2C(=O)CCCn1nc(-c2ccc(F)cc2)ccc1=O,17
Cc1ccc(-c2cnc(SCCNC(=O)c3cccs3)[nH]2)cc1,-2
CCc1cc(=O)[nH]c(SCC(=O)Nc2nc(C)cs2)n1,-1
COc1cc(C(=O)NCc2n[nH]c(=O)c3ccccc23)c([N+](=O)[O-])cc1OC,-2
Cc1ccccc1NC(C)C(=O)NN=Cc1ccccc1OCc1cccc(Br)c1 (configuration not stated),11

Next section.
SMILES,SSB-PriA inh
Cc1nc2ccc(NC(=O)Cc3ccc([N+](=O)[O-])cc3)cc2c(=O)n1-c1ccccc1,10
COc1ccc(OC)c(S(=O)(=O)NCC[C@H](O)C2CCOCC2)c1,-7
Cc1nc2c([nH]1)CC(C(=O)N1CCN(c3ccc(F)cc3)CC1)CC2 (configuration not stated),0
COc1ccccc1C(=O)N1CCC(Oc2ncccc2Cl)CC1,-7
O=C(CSc1nc(-c2ccccc2)cc(=O)[nH]1)Nc1cc(C(F)(F)F)ccc1Cl,-11
COC(=O)C1=C(CS(=O)(=O)c2ccc(Cl)s2)NC(=O)NC1c1ccc(O)cc1 (configuration not stated),12
COc1ccc(-c2cc(-c3cccs3)n(-c3nc(C)cc(=O)[nH]3)n2)cc1,-9
Cc1noc(C)c1CC(=O)NCC#CCOc1ccccc1C(N)=O,-29
Nc1nc2c(s1)CSc1ccccc1-2,4
COc1ccc(/C=C\C(=O)Oc2cccc(C=NNC(=O)Cc3ccc(OC)c(OC)c3)c2)cc1,10
CCS(=O)(=O)N1CCc2ccc(NS(=O)(=O)c3ccc(F)cc3C)cc2C1,-2
CC1CCN(S(=O)(=O)c2ccc(C(=O)Nc3cccc(Cl)c3Cl)cc2)CC1,0

A draw from above in order of molecular weight, high to low.
SMILES,SSB-PriA inh
CCOc1ccc(NC(=O)COc2coc(CN3CCN(c4ccc(F)cc4)CC3)cc2=O)cc1,-20
COc1ccc(/C=C\C(=O)Oc2cccc(C=NNC(=O)Cc3ccc(OC)c(OC)c3)c2)cc1,10
Cc1ccccc1NC(C)C(=O)NN=Cc1ccccc1OCc1cccc(Br)c1 (configuration not stated),11
COC(=O)C1=C(CS(=O)(=O)c2ccc(Cl)s2)NC(=O)NC1c1ccc(O)cc1 (configuration not stated),12
O=C(CSc1nc(-c2ccccc2)cc(=O)[nH]1)Nc1cc(C(F)(F)F)ccc1Cl,-11
CC1CCN(S(=O)(=O)c2ccc(C(=O)Nc3cccc(Cl)c3Cl)cc2)CC1,0
Cc1nc2ccc(NC(=O)Cc3ccc([N+](=O)[O-])cc3)cc2c(=O)n1-c1ccccc1,10
CCS(=O)(=O)N1CCc2ccc(NS(=O)(=O)c3ccc(F)cc3C)cc2C1,-2
Cc1ccc2c(c1)CCCN2C(=O)CCCn1nc(-c2ccc(F)cc2)ccc1=O,17
COc1cc(C(=O)NCc2n[nH]c(=O)c3ccccc23)c([N+](=O)[O-])cc1OC,-2
Cc1nc(-c2ccco2)sc1C(=O)Nc1ccccc1-c1ccc(=O)[nH]n1,-18
COc1ccc(-c2cc(-c3cccs3)n(-c3nc(C)cc(=O)[nH]3)n2)cc1,-9
COc1ccc(OC)c(S(=O)(=O)NCC[C@H](O)C2CCOCC2)c1,-7
COc1ccccc1C(=O)N1CCC(Oc2ncccc2Cl)CC1,-7
Cc1noc(C)c1CC(=O)NCC#CCOc1ccccc1C(N)=O,-29
CCc1cc(=O)[nH]c(SCC(=O)Nc2nc(C)cs2)n1,-1

The list goes on:
SMILES | SSB-PriA inh
Cc1nc2ccc(C(=O)N3CC(S(=O)(=O)C4CCCCC4)C3)cc2s1 | -13
COc1ccc(CC(=O)NCC2CCN(Cc3cccs3)CC2)cc1OC | -14
COc1cc(=O)n(-c2ccccc2)cc1C(=O)N1CCC(Oc2cc(C)oc(=O)c2)CC1 | 12
O=C1c2cccc(OCC(=O)N3N=C(c4cccs4)CC3c3ccc(F)cc3)c2CCN1Cc1ccccc1F (configuration not stated) | -7
O=C(CSc1nnc2ccccn12)Nc1ccccc1F | 2
Cc1ccc(-c2csc(SCc3ccc(C(=O)NC(C)C)o3)n2)c(C)c1 | 2
COc1ccccc1CNC(=O)C(=O)Nc1ccccc1Cl | -34
Cc1ccc(CON=CCc2snc(Sc3ncc(C(F)(F)F)cc3Cl)c2C#N)cc1 | 2
Cc1sc(NC(=O)c2ccccc2S(C)(=O)=O)c(-c2nc3ccccc3s2)c1C | -12
CN1C(=O)C(=O)C(=C(O)c2ccccc2)C1c1ccc([N+](=O)[O-])cc1 (configuration not stated) | 0
CCc1nnc(C2CCN(S(=O)(=O)c3cc(F)ccc3OC)CC2)s1 | 10
O=S(=O)(Nc1cc(OCc2ccccc2)ncn1)c1ccccc1Cl | -8
CCC1SC(=S)N(C)C1=O (configuration not stated) | -17
C=C1CC(C(=O)NN=Cc2ccccc2)C1 | 6
O=C(CN1CCN(Cc2nc(-c3ccco3)cs2)CC1)Nc1ccc2c(c1)OCCO2 | -4&-2
CC(C)(C)C(=O)C=C(N)c1ccncc1 | -8
O=C(NCCCn1ccnc1)Nc1cccc(F)c1 | 30
NS(=O)(=O)c1ccc(NC(=O)Cn2cnc(-c3ccccc3)cc2=O)cc1 | -11
O=C(Nc1ccc(F)cc1)C(=O)Nc1ccc2c(c1)N(S(=O)(=O)c1cccs1)CCC2 | 2
CCS(=O)(=O)N1CCN(c2nccn3nc4c(c23)CCCC4)CC1 | -8
CN(C)c1ccc(/C=C/C(=O)c2cccs2)cc1 | -19
O=C(Nc1ccc2c(c1)CN(C(=O)c1ccco1)CC2)c1ccc(F)c(F)c1 | 8
Cc1c(C(=O)c2ccc(Cl)cc2)oc2ccc(NC(=O)c3cccnc3)cc12 | -8
O=C(CSc1ccc2ccccc2n1)Nc1nc(-c2ccccc2)ns1 | -6
O=C(CNc1n[nH]c(=O)[nH]c1=O)NN=CC1CC=CCC1 (configuration not stated) | 2
O=C(CSc1nccn1-c1cccc(Cl)c1)Nc1ccc(Br)cc1 | 21
O=C(c1ccccc1F)N1CC[C@H](n2cc(-c3ccccc3)nn2)C1 | -17
O=C(CNS(=O)(=O)c1ccccc1)NN=Cc1ccccc1[N+](=O)[O-] | -3
O=C(CCCN1C(=O)c2cccc3cccc(c23)C1=O)Nc1ccccc1C(F)(F)F | -5
O=C(Nc1ccc(O)c(-c2nc3ccccc3s2)c1)c1sc2ccccc2c1Cl | -8
Cc1c(S(=O)(=O)Nc2ccc(F)cc2F)c(=O)n(C)c(=O)n1C | -26
CCOC(=O)c1ccc(NC(=O)c2ccc(-c3nc4ccccc4s3)s2)cc1 | -1
CC(C)(C)C(=O)Nc1ccc(C(=O)NN=CC2CC3C=CC2C3)cc1 (configuration not stated) | 0
CC(C)c1nnc(C2CCN(S(=O)(=O)c3cccnc3)CC2)o1 | 4
CCCSc1nnc(CSc2ncccn2)n1-c1ccc(OCC)cc1 | -11
O=S(=O)(NCCn1ccc(-c2ccsc2)n1)c1ccc2c(c1)CCO2 | -9
COc1ccc(-c2cc(-c3cccs3)nc(SCC(=O)Nc3ccc4c(c3)OCCO4)c2C#N)cc1OC | -6
CN(CCO)CC(=O)Nc1cccc(-c2cc(-c3ccccc3)c3cc(Cl)ccc3n2)c1 | 6
COc1cc(C(C)=O)ccc1OCC(=O)Nc1cccc(-c2ccc(N3CCCC3)nn2)c1 | 0
O=C(NCCN1CCN(c2ccccc2F)CC1)C(=O)Nc1ccc2c(c1)OCCO2 | -12&-1
Cc1ccccc1-c1nc(C)c(CNC(=O)COc2ccc3c(c2)OCO3)s1 | 9
O=C(Nc1ccccc1Cc1nc(-c2ccncc2)no1)c1ccoc1 | -27
Cc1ccc(NC(=O)CCc2nc3sc4c(c3c(=O)[nH]2)CCC(C(C)(C)C)C4)cc1C (configuration not stated) | 0
Cc1c(NC(=O)COc2cccc(OCCC(C)C)c2)c(=O)n(-c2ccccc2)n1C | -3
CCN(CC)C(=O)Cn1cc(SCC(=O)Nc2cccc(C)c2)c2ccccc21 | -4
Cc1ccc(NC(=O)c2ccccc2C)cc1I | 4
Cc1cc(C)c2nc(C)cc(NC(=O)c3ccc(S(=O)(=O)N4CCCC4)cc3)c2c1 | 5
O=C(NC1CCN(c2ccc(C(F)(F)F)cn2)C1)c1ccc(F)cc1Cl (configuration not stated) | -10
O=C(CN1CCN(Cc2nc3ccccc3[nH]2)CC1)Nc1ccccc1 | -9
CCN(CC)c1ccc(C=NNC(=O)c2c(Cl)cnn2C)c(O)c1 | 47
Cc1nc2ccc(C(=O)NN=Cc3cc([N+](=O)[O-])ccc3O)cc2[nH]1 | -1
Cn1cc(-c2cccs2)nc1CCNC(=O)Cc1ccc(F)cc1 | 2
CN(C(=O)Cn1c(CO)nc2ccccc21)c1ccccc1 | -6
Cc1ccc(N2CCCS2(=O)=O)cc1NC(=O)C(=O)NCc1ccco1 | 8
CO[C@@H](CNC(=O)Nc1ccccc1C(F)(F)F)c1ccc(Cl)s1 | 1
COc1ccc(CCC(C)=NNC(N)=O)cc1 | -2
CCCCCC(=O)NN=C(C)c1ccc(NC(=O)c2ccco2)cc1 | 2
O=C(NCCc1nc2c(c(C(F)(F)F)n1)COCC2)c1ccc2nsnc2c1 | -4
O=C(CSc1ncn[nH]1)Nc1nsc(-c2ccc(Cl)cc2)n1 | 0
N#C/C(=C\c1cccnc1)C(=O)NC1CCS(=O)(=O)C1 (configuration not stated) | -15
COc1ccc(CCN2C(=O)C(O)=C(C(=O)C3CC3)[C@H]2c2ccc(F)cc2)cc1OC | 0
